From PubChem BioAssay
Shiga toxin inh – blocks Shiga toxin action in Vero cells; Vero cells, Shiga toxin protein synthesis inhibition reporter; 9.2% of 290,000 active; inhibition, % at 38.7 µM; in the data active means inhibition mostly above about 28%, no sharp cut-off; inactive means mostly below about 43%; further: 0% is about no effect
Pf growth 96h – P. falciparum growth inhibition at 96 hours | P. falciparum luciferase reporter growth, 96 h | Potency, µM (titrated, usually from 28.7 µM), for the others: at the top dose activity change, negative = inhibition, hits mostly inhibitors | 6.9% of 320,000 active | AID 504834; further: potency means the concentration at half of the fitted maximal effect; on the % scale 0 is the no-effect control and ±100 the full control effect
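Readout is luminescence from an integrated firefly luciferase in P. falciparum. Red cells, 2% hematocrit and 0.05% parasitemia final, were cultured with compound through two parasite generations (96 hours) at 37 C, 5% CO2.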
Pf growth 48h – inhibits P. falciparum growth in the first generation, 48 h; P. falciparum luciferase growth in erythrocytes, 48 h; Potency, µM (doses to about 28.7 µM), without a hit: at the top dose activity change, negative = inhibition, actives largely listed as inhibitors; 5.9% of 310,000 active; AID 504832; further: potency means the concentration at half of the fitted maximal effect; on the % scale 0 is the no-effect control and ±100 the full control effect
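Firefly luciferase activity from engineered P. falciparum reports growth; inhibitors lower the luminescent signal. Cultures contained 2% hematocrit erythrocytes at 0.1% final parasitemia.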
Cycloheximide cs – affects cycloheximide protein synthesis inhibition readout, counter-screen; max response, %; 12% of 300,000 active; AID 2314; cell reporter, cycloheximide protein synthesis inhibition counterscreen; in the data active means max response mostly above about 13%, no sharp cut-off; inactive means mostly below about 14%; further: read at 38.3 µM for the half of the compounds with a filed dose; 0% is about no effect
Sm TGR block – inhibitors of Schistosoma mansoni thioredoxin glutathione reductase. Potency, µM (doses to about 114 µM), inactives show at the top dose activity change, negative = inhibition, most hits filed as inhibitors. purified TGR, DTNB reduction, TNB absorbance 405 nm. Q962Y6. 3% of 360,000 active; further: potency means the concentration at half of the fitted maximal effect; on the % scale 0 is the no-effect control and ±100 the full control effect; nearly all actives have a fitted effect of over 60% in size
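Kinetic colorimetric format: TGR-catalysed, NADPH-driven DTNB reduction monitored via TNB absorbance. Enzyme dispensed at 20 nM; compound exposure 15 min at room temperature before reaction start.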
FBPA Giardia inh – Giardia lamblia aldolase inhibition. A8B2U2. purified Giardia FBPA. Potency, µM (highest dose often 59.6 µM), for the others: at the top dose activity, negative = inhibition, most hits filed as inhibitors. 0.71% of 290,000 active; further: potency means the concentration at half of the fitted maximal effect; on the % scale 0 is the no-effect control and ±100 the full control effect; nearly all actives have a fitted effect of over 55% in size
Target sequence (A8B2U2 whole entry, looked up): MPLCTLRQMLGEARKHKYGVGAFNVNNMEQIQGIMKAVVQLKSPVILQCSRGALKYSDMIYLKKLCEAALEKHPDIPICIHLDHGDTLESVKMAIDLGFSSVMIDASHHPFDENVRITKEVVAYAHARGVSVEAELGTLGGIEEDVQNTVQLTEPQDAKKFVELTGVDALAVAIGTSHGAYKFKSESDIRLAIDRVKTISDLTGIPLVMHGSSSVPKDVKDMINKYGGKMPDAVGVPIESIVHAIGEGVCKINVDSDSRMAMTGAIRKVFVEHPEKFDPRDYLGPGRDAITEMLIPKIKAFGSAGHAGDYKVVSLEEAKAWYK
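Giardia FBPA (40 nM reagent) was preincubated 10 min at RT with compound (up to 57.5 uM final), then substrate plus GAPDH/TPI/NAD/arsenate coupling system with diaphorase/resazurin was added; resorufin fluorescence (525/598 nm) was read after 20 min.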
Active calls of the source: *; ? = inconclusive; nt = no result given; [ ] = another dose, or the depositor's remark. Unless noted, the call rests on the fitted dose curve; in most records, active means well fitted curve in the direction sought with a large enough effect; inconclusive means small, poorly fitted or top-dose-only effect, or another doubt; inactive means no such curve, though single readings can be large; an effect the other way counts as inactive or inconclusive. Random draw from the library; 24% or so of the library scored in one or more.

1: CCOCCCNC(=O)C(NC(=O)c1ccc(NC(C)=O)cc1)c1ccc(OC)cc1 (configuration not stated)
2: N#Cc1c(-c2ccccc2)c(C#N)c2nc3ccccc3n2c1N
3: CN(C)S(=O)(=O)c1cccc(C(=O)NCC(C)(C)CNC(=O)c2cccc(S(=O)(=O)N(C)C)c2)c1
4: CC(C)(C)c1ccc(OCCC(=O)NC2=NCCS2)cc1
5: Cc1ccc(/C=N/N2CCN(Cc3cccc4ccccc34)CC2)s1
6: COc1ccc(N(CC(=O)NCc2cccc(OC)c2)S(=O)(=O)c2c(C)noc2C)cc1

compound no.	1	2	3	4	5	6
Shiga toxin inh	-12.4	-7.9	14.2	41.6	-1.5	-9.3
Pf growth 96h	18.5%	78.3%[activator]	-19.1%	nt	0.7%	20.0%
Pf growth 48h	14.3%	2.6%	?	23.7%	16.6%	-9.3%
Cycloheximide cs	-3.0	1.3	11.2	11.9*	-4.2	-1.9
Sm TGR block	-2.8%	-0.9%	-9.5%	7.7%	-16.1%	4.8%
FBPA Giardia inh	6.0%	1.1%	-0.8%	0.4%	-0.6%	-0.1%

7: CC(NC(=O)C(=O)NCCN1CCN(C(=O)c2ccccc2Br)CC1)c1ccccc1 (configuration not stated)
8: O=C(O)c1cccc(S(=O)(=O)Nc2ccc3[nH]c(=O)[nH]c3c2)c1
9: Cc1ccccc1-c1cc(-c2ccccc2O)n[nH]1
10: COc1ccnc(Nc2ccc(C)c(C)c2)c1C#N
11: CCNc1nc(NC(C)CC)nc(Oc2ccc(=O)[nH]n2)n1 (configuration not stated)
12: O=C(/C=C/c1ccccc1)N1CCN(c2c(Cl)cccc2[N+](=O)[O-])CC1

compound no.	7	8	9	10	11	12
Shiga toxin inh	-5.9	30.8	74.9*	14.7	-15.8	-13.9
Pf growth 96h	2.5%	14.7%	nt	8.5%	nt	?
Pf growth 48h	-18.7%	18.1%	64.8%[activator]	6.6%	8.2%	-27.2%
Cycloheximide cs	9.6	-1.4	30.5*	4.2	1.1	0.5
Sm TGR block	-5.7%	-15.2%	-16.8%	3.3%	5.0%	-0.9%
FBPA Giardia inh	nt	?	-3.5%	-4.7%	4.7%	3.6%

13: COc1ccc(C(=O)NC(=O)COC(=O)CCS(=O)(=O)c2ccc(C)cc2)cc1
14: CC(=O)Nc1cccc(C(=O)OCC(=O)NNC(=O)c2ccc([N+](=O)[O-])cc2)c1
15: Cc1cc(C(=O)NCCCN2CCN(c3cc(Cl)ccc3C)CC2)n(-c2ccccc2)n1
16: COc1ccc(C(=O)C2CCCN(Cc3ccc(F)cc3F)C2)cc1F (configuration not stated)
17: O=C(CSc1nnc(-c2ccco2)o1)Nc1cccc([N+](=O)[O-])c1
18: Cc1noc(C)c1COc1ccc(C(=O)OCc2nnc(-c3ccc(Cl)cc3)o2)cc1

compound no.	13	14	15	16	17	18
Shiga toxin inh	nt	nt	-1.3	-8.2	12.6	-11.0
Pf growth 96h	34.7%[activator]	23.4%	-17.7%	?	22.0%	101.1%[activator]
Pf growth 48h	-1.8%	-8.6%	nt	-4.8%	12.9%	3.4%
Cycloheximide cs	nt	nt	0.6	-5.8	-1.8	-1.6
Sm TGR block	-1.7%	0.6%	-8.2%	-12.5%	5.1%	9.6%
FBPA Giardia inh	nt	nt	2.4%	8.7%	8.9%	9.0%

19: C=CC[N+]1(CC(=O)NCc2ccc(NC(C)=O)cc2)CCOCC1
20: COc1ccccc1C(=O)Nc1ccccc1C(=O)NCc1ccco1
21: COc1cccc(/C=N/NC(=O)c2ccoc2C)c1
22: Cc1nnc(C)c2c(C)n(N)c(C)c12
23: C=CCn1c(O)c(N=Nc2ccccc2O)c2ccccc21
24: COC(=O)c1ccc2c(=O)[nH]c(CCl)nc2c1

compound no.	19	20	21	22	23	24
Shiga toxin inh	-4.8	10.6	57.2*	-5.3	nt	-1.3
Pf growth 96h	74.8%[activator]	14.5%	293.0%[activator]	9.8%	62.2%[activator]	4.8%
Pf growth 48h	84.4%[activator]	4.5%	189.6%[activator]	4.3%	9.28µM*	13.3%
Cycloheximide cs	1.2	32.3*	42.3*	-2.7	nt	-1.2
Sm TGR block	0.2%	-11.7%	-5.9%	?	-32.4%	?
FBPA Giardia inh	7.1%	nt	-4.7%	-26.1%	nt	-6.7%

25: CC(=O)NCCNC(=O)c1cccc(NS(=O)(=O)c2ccc3c(c2)OCCO3)c1
26: O=C(c1ccc([N+](=O)[O-])cc1Cl)N1CCN(c2ccccn2)CC1
27: Cc1cc(C)n(C(=O)c2cccc([N+](=O)[O-])c2)n1
28: Cc1nc2c(ccc3nc(NC(=O)Cc4ccccc4)sc32)s1
29: Cc1cc(=O)[nH]c(SCC(=O)Nc2nc3c(s2)CCCC3)n1
30: Cc1cc(C)cc(Oc2coc3cc(OC(=O)c4cccnc4)ccc3c2=O)c1

compound no.	25	26	27	28	29	30
Shiga toxin inh	nt	-5.4	-3.7	35.7*	23.6	-12.5
Pf growth 96h	3.2%	-4.6%	0.0%	-15.9%	-20.5%	?
Pf growth 48h	-22.1%	-1.6%	6.0%	1.4%	12.3%	2.2%
Cycloheximide cs	nt	-2.6	-1.4	35.9*	10.0	0.7
Sm TGR block	2.6%	-13.3%	9.0%	-0.3%	16.4%	-0.5%
FBPA Giardia inh	nt	0.1%	9.5%	-1.6%	0.9%	0.0%

31: Cc1noc(C)c1COC(=O)CCc1ccc(S(=O)(=O)N2CCCCC2)cc1
32: O=C(c1ccc2nc(-c3ccccc3)c(-c3ccccc3)nc2c1)N1CCCCC1
33: N#CC(C#N)=C1c2cc(S(N)(=O)=O)ccc2-c2ccc(S(N)(=O)=O)cc21
34: CC(C)N(C(=O)COC(=O)c1ccc(Cl)nc1)C(C)C
35: Cc1ccc(NC(=O)CN(C)S(=O)(=O)c2ccc3[nH]c(=O)oc3c2)c(C)c1
36: CC(C)Oc1ccc(C(=O)NCC(=O)OCC(=O)N(C)Cc2cccs2)cc1

compound no.	31	32	33	34	35	36
Shiga toxin inh	-12.8	5.0	10.9	4.6	8.0	-3.0
Pf growth 96h	24.9%	3.4%	64.1%[activator]	9.8%	?	37.7%[activator]
Pf growth 48h	-12.3%	-17.4%	?	51.8%[activator]	2.5%	-0.6%
Cycloheximide cs	-3.3	-1.8	6.7	-4.4	1.2	10.4
Sm TGR block	-1.3%	9.5%	4.47µM*	-2.0%	1.4%	-0.8%
FBPA Giardia inh	-1.7%	6.4%	?	3.5%	nt	0.7%

37: CCOc1ccccc1NC(=O)CSc1nncc2ccccc12
38: O=C(CCC(=O)N1CCN(c2ccccc2F)CC1)N1CCN(c2ccc(F)cc2)CC1
39: CC(C)[C@@H]1C=C(C(=O)O)O[C@H](OCCCCO)C1
40: O=C(Nc1c(Cl)cc(Cl)cc1-c1nc2ccccc2s1)c1ccc(Br)o1
41: Cc1ccccc1/C=N/NC(=O)c1ccc(-n2cnnn2)cc1
42: O=C1CCCc2c1nc(-c1ccc([N+](=O)[O-])cc1)n2O

compound no.	37	38	39	40	41	42
Shiga toxin inh	-4.1	-6.3	-0.6	3.5	nt	6.7
Pf growth 96h	41.9%[activator]	?	13.3%	nt	2.5%	35.1%[activator]
Pf growth 48h	?	-12.7%	-8.0%	-17.6%	-17.5%	11.8%
Cycloheximide cs	1.9	-3.1	-3.3	-3.2	nt	-2.3
Sm TGR block	-10.2%	6.3%	?	44.7%[activator]	0.1%	7.4%
FBPA Giardia inh	-1.3%	4.7%	?	10.9%	nt	-4.3%

43: COc1ccc(OC)c(CN2CCN(S(=O)(=O)c3ccc(NC(C)=O)cc3)CC2)c1
44: O=C(N/N=C/c1cc2c(cc1Cl)OCO2)c1cc(-c2ccccc2)n[nH]1
45: N#C/C(=C\c1coc2ccc(O)cc2c1=O)C(=O)Nc1nc2ccccc2s1
46: Cc1cnc(C(=O)N2CCCC(C(=O)c3ccc(C(C)(C)C)cc3)C2)cn1 (configuration not stated)
47: O=C(O)CC(c1ccccc1F)N1Cc2ccccc2C1=O (configuration not stated)
48: CC(C)n1cnc2cc(NCc3nc4ccccc4n3C)ccc21

compound no.	43	44	45	46	47	48
Shiga toxin inh	21.8	-23.4	86.1*	22.0	-12.0	81.8*
Pf growth 96h	20.8%	-25.7%	55.5%[activator]	?	18.9%	10.8%
Pf growth 48h	-17.5%	?	41.5%[activator]	-10.5%	16.6%	127.6%[activator]
Cycloheximide cs	-1.5	-1.4	31.6*	3.3	-3.8	72.7*
Sm TGR block	nt	?	?	18.8%	15.3%	-11.2%
FBPA Giardia inh	?	nt	-19.7%	14.9%	3.7%	-2.8%

49: NC(=O)C1CCN(C(=O)c2cc3ccccc3cc2O)CC1
50: COc1ccc(CCNC(=O)CSc2ncn[nH]2)cc1
51: CCOC(=O)N1CCN(Cc2nc3cc(NC(C)=O)ccc3n2CC)CC1
52: COc1cc(OC)cc(C(=O)NCCNC(=O)c2ccccn2)c1
53: COc1ccc(N(CC(=O)Nc2ccc(C)cc2C)S(=O)(=O)c2c(C)n[nH]c2C)cc1
54: CCn1c(C)[n+](CCOC(C)=O)c2cc(Cl)c(Cl)cc21

compound no.	49	50	51	52	53	54
Shiga toxin inh	nt	-5.8	1.8	-5.7	-13.8	4.7
Pf growth 96h	60.3%[activator]	24.8%	110.6%[activator]	18.5%	8.6%	34.4%[activator]
Pf growth 48h	19.7%	nt	-36.5%	-5.2%	?	2.33µM*
Cycloheximide cs	nt	-2.6	9.9	-6.2	-2.2	-1.3
Sm TGR block	-27.3%	2.0%	0.2%	-3.6%	-3.2%	0.9%
FBPA Giardia inh	nt	-3.7%	-25.7%	-8.8%	nt	0.0%

55: Cc1ccc(S(=O)(=O)C/N=C(/NC(=S)N(c2ccccc2)c2ccccc2)c2ccccc2)cc1
56: CCOC(=O)C(NC(=O)c1ccccc1)=C1C=C(C)OC(C)=C1
57: O=C(NCc1ccccn1)Nc1cc(Cl)cc(Cl)c1
58: Cc1onc(-c2c(Cl)cccc2Cl)c1C(=O)O/N=C(\C#N)c1c(Cl)cccc1Cl
59: CN(C)S(=O)(=O)c1cccc(N2C(=O)CC3(CCCCC3)CC2=O)c1
60: Cc1cc(C)cc(-n2nnnc2SCC(=O)Nc2nc(-c3ccc(F)cc3)cs2)c1
61: COC(=O)c1cc(C#N)c(NCc2ccccc2)nc1C
62: COC(=O)c1ccc(NC(=O)CCc2c(C)nc3ncnn3c2C)cc1
63: CCCCCCn1cc(C(=O)O)c(=O)c2cc(F)c(N3CCN(C)CC3)cc21

compound no.	55	56	57	58	59	60	61	62	63
Shiga toxin inh	49.5*	25.5	-9.6	4.3	-14.7	-5.9	-10.5	13.9	-2.2
Pf growth 96h	?	0.0%	125.6%[activator]	0.0%	-12.1%	0.0%	nt	13.3%	?
Pf growth 48h	nt	2.2%	?	48.1%[activator]	-4.9%	3.8%	17.9%	-10.0%	-7.5%
Cycloheximide cs	21.5*	-2.6	-0.8	-1.7	-3.5	-3.0	-2.2	-3.4	-2.8
Sm TGR block	?	?	92.8%[activator]	3.3%	-0.4%	-17.7%	-8.5%	17.7%	-18.8%
FBPA Giardia inh	-4.7%	-0.3%	9.3%	9.5%	3.4%	3.4%	2.5%	-4.5%	27.9%
